hIAP block: human IAP inhibitors, primary screen, biochemical, luminescence, uHTS; Intestinal-type alkaline phosphatase (Homo sapiens), P09923; purified IAP, CDP-Star luminescence, 30 min; inhibition, % at 10 µM; 330,000 compounds, 0.12% hits; AID 2544, 2010;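 active means inhibition reaching a set limit with compound at 10 µM in the primary screen, cut at about 35% in these data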;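 further: plate controls were DMSO wells with enzyme for no effect and no-enzyme buffer wells for full effect; values of inactives mirror those of a sister screen read the other way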
Target sequence (P09923 whole entry, looked up): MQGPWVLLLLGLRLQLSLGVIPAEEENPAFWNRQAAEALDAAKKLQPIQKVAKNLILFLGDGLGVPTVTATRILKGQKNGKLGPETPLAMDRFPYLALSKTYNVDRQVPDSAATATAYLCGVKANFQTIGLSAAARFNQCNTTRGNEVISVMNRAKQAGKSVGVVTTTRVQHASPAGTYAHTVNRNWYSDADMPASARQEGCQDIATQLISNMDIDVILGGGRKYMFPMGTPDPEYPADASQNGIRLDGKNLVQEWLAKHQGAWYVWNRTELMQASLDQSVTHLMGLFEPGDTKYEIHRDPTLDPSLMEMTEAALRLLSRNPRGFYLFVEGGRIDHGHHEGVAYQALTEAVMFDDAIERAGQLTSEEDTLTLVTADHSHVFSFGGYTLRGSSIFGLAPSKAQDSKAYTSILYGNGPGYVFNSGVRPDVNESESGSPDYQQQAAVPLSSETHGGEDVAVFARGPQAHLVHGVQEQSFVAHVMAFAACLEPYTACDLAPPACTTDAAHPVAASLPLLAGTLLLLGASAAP
A3A deaminase: APOBEC3A ssDNA deaminase inhibitors, primary screen, selectivity assay for APOBEC3G inhibitor project, biochemical, FAM/TAMRA oligo cleavage fluorescence | recombinant A3A, FAM/TAMRA ssDNA deamination fluorescence | AID 493011, 2011 | inhibition, % at 20 µM | 330,000 compounds, 0.41% hits | DNA dC->dU-editing enzyme APOBEC-3A (Homo sapiens), P31941;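 active means at least 40% inhibition at 20 µM here, with at most 30% in a related deaminase screen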;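 further: plate controls were A3A with DMSO for no effect and wells lacking A3A enzyme for full effect; some results filed as inactive read as strong as hits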
Target sequence (P31941 whole entry, looked up): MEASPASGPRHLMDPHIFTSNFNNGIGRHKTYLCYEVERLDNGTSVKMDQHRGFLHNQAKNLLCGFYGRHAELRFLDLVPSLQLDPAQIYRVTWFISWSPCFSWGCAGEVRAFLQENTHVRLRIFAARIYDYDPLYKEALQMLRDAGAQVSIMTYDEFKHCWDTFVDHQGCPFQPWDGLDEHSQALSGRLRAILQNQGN
mIAP act: activators of mouse IAP, primary screen, biochemical, luminescence, uHTS. intestinal alkaline phosphatase [Mus musculus]. activation factor at 10 µM. 330,000 compounds, 0.24% hits. muIAP, CDP-Star luminescence, 30 min; active compounds read high; 1 = vehicle-only enzyme signal, 0 = enzyme-free wells;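 active means activation factor of at least 2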; further: the source names both 10 and 20 µM as test concentration; values of inactives mirror those of a sister screen read the other way
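Assay system: mouse IAP enzyme; reagent: chemiluminescent substrate CDP-Star; dosing: test compounds delivered from DMSO solution; schedule: 30 min at room temperature; measured by: luminescence from enzymatic CDP-Star hydrolysis; controls: DMSO-only wells and no-enzyme negative control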
ATG4B inh: ATG4B protease inhibitors, primary screen, biochemical, fluorescence, uHTS | AID 504462, 2011 | ATG4B cleavage of LC3-PLA2, NBD-HPC fluorescence, 1 h | Cysteine protease ATG4B (Homo sapiens), Q9Y4P1 | 340,000 compounds, 0.51% hits | inhibition, % at 8.33 µM; in the data active means inhibition above about 40%
mIAP block: inhibitors of mouse IAP, primary screen, biochemical, luminescence, uHTS; purified mouse IAP, CDP-Star luminescence, 30 min; inhibition, % at 10 µM; 330,000 compounds, 0.2% hits; intestinal alkaline phosphatase [Mus musculus];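 active means inhibition of at least 40% at 10 µM in the primary screen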;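 further: plate controls were DMSO with enzyme for no effect and no enzyme wells for full effect; values of inactives mirror those of a sister screen read the other way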
HKDC1 inh: HKDC1 hexokinase inhibitors, primary screen, biochemical, fluorescence, uHTS. recombinant HKDC1, G6PDH/diaphorase resazurin coupled fluorescence. 340,000 compounds, 0.16% hits. Q2TB90. inhibition, % at 20 µM;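 active means inhibition above about 35% when tested at 20 µM, limit read from the data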;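 further: plate controls were DMSO wells with enzyme for no effect and DMSO wells lacking enzyme for full effect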
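System: Recombinant HKDC1 hexokinase | Amount: HKDC1 at 5 µg/mL | Reagent: Glucose with 1 mM ATP | Doses: Single 20 µM dose | Incubation: Reaction time 90 min, room temperature, protected from light | Signal: Coupled resazurin fluorescence, excitation 525 nm, emission 613 nm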
PfG6PD inh: PfG6PD enzyme inhibitors, primary screen, biochemical, fluorescence intensity, uHTS; PfGluPho enzyme, NADPH resazurin-diaphorase fluorescence; AID 504690, 2011; inhibition, % at 20 µM; glucose-6-phosphate dehydrogenase-6-phosphogluconolactonase (Plasmodium falciparum 3D7); 350,000 compounds, 0.78% hits;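 active means inhibition reaching at least a set limit at 20 µM in the primary screen, cut at about 59% in these data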;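 further: 0% = DMSO wells with substrate and 100% = DMSO wells lacking glucose-6-phosphate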
hIAP act: human IAP activators, primary screen, biochemical, luminescence, uHTS | activation factor at 10 µM | 330,000 compounds, 0.16% hits | AID 2524, 2010 | purified human IAP, CDP-Star luminescence, 30 min; active compounds read high; 1 = vehicle-only enzyme, 0 = enzyme-free background;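 active means activation factor of the enzyme at least 2-fold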; further: the source names both 10 and 20 µM as test concentration; values of inactives mirror those of a sister screen read the other way
The depositor's hits bear a star.

SMILES	hIAP block	A3A deaminase	mIAP act	ATG4B inh	mIAP block	HKDC1 inh	PfG6PD inh	hIAP act
O=C(C[C@H]1C/C=C\C[C@H](NC(=O)OCC2c3ccccc3-c3ccccc32)C(=O)OC[C@@H]2CCCN2C1=O)N[C@H](CO)Cc1ccccc1	-2	1	1.1	-9	-10	-4	24	1
Cc1ccc(/C=N/Nc2ccc(C(=O)O)cc2)o1	2	0	0.99	-2	1	-6	-14	0.98
COc1cc(OC)cc(C(=O)NC(=S)N2CCCCC2c2cccnc2)c1 (configuration not stated)	-8	-1	0.88	-32	12	-4	-1	1.1
N/C(=N\OC(=O)CC1CCCCC1)c1ccccn1	-9	2	1.2	6	-18	-9	-13	1.1
Cn1c(=O)c2ncn(CC(=O)NCCOc3ccccc3)c2n(C)c1=O	0	-3	0.96	2	4	-7	-11	1
CCC(=O)c1ccc(OCC(=O)N2CCCC2)c(OC)c1	-2	0	1	-3	-2	-13	6	1
CCn1c(SCC(=O)Nc2ccc(OC)c(OC)c2)nnc1-c1cnccn1	-6	-2	0.97	-6	3	8	16	1.1
CCCc1cc(-c2nc(-c3ccc(C)cc3)cs2)ccn1	13	-2	0.88	10	12	16	15	0.87
COC(=O)CSc1nsc(SCC(=O)OC)n1	-13	4	1.1	0	-6	-2	-10	1.1
COc1ccc(-c2nc(C#N)c(NCc3ccccc3Cl)o2)cc1	11	1	1.1	13	-9	-14	4	0.89
CCOCCCNC(=S)N(Cc1ccccc1)Cc1nc2ccccc2c(=O)[nH]1	-12	-3	1	-8	-1	-10	18	1.1
Cc1ccc(C(=O)N/C(=C\c2sccc2C)C(=O)NCCCN2CCOCC2)cc1	1	-4	0.99	-4	1	-4	3	0.99
CN1CCC(N(C)C(=O)c2cc(-c3ccc(F)cc3)nc3ccccc23)CC1	8	-3	1	-5	-2	-2	9	0.92
COc1cccc(-c2cc(=O)c3cc(NC(=O)c4ccc(N(C)C)cc4)ccc3[nH]2)c1	-8	1	0.99	-3	1	-3	-6	1.1
Cc1cc(N=Nc2ccc(Cl)cc2)cc(CN2CCOCC2)c1O	-14	-3	0.8	0	20	1	18	1.1
Cc1c(NC(=O)c2cnn3cccnc23)c(=O)n(-c2ccccc2)n1C	-3	-4	0.96	-2	4	1	-15	1
CC(C)(C)c1ccc(S(=O)(=O)Nc2ccc(C(=O)N3CCCC3)cc2)cc1	-16	3	1	0	0	7	-12	1.2
Cc1ccc(C(=O)SC2=NCCS2)cc1	5	-3	1	8	-3	0	-13	0.95
COc1ccc(C2=NOC(C(=O)N3CCN(C(=O)c4ccco4)CC3)C2)cc1OC (configuration not stated)	-18	-1	1	-6	-1	2	5	1.2
CCOCC(=O)OCC(=O)NC12CC3CC(CC(C3)C1)C2	0	-9	1.1	-14	-9	-6	0	1
COc1ccc(Cn2ccnc2SCC(=O)NC2CCCCC2)cc1	15	-3	1	6	-2	-6	-9	0.85
Cc1cccc(C)c1OCc1cc(C(=O)N2CCNC(=O)C2)no1	-8	24	0.93	-2	7	-3	8	1.1
CCN(CC)S(=O)(=O)c1cc(-c2nnc(-c3ccc(Br)cc3)o2)ccc1Br	-6	4	1	2	-3	0	5	1.1
CCCn1cc(CN2CCC(C(=O)Nc3cccc(-c4cscn4)c3)CC2)c(C)n1	-89	-4	1.2	1	-19	-1	15	1.9
NS(=O)(=O)c1ccc(NC(=O)/C=C/c2cn(-c3ccccc3)nc2-c2cccc(Cl)c2)cc1	8	-1	0.85	6	15	-2	-1	0.92
CCn1cc(C(=O)NN)c(=O)c2cc(F)c(NC3CCCCC3)cc21	8	-6	0.97	10	3	12	9	0.92
C=CCN(C(=O)CNS(=O)(=O)c1ccccc1)C(C(=O)NCCOC)c1ccncc1 (configuration not stated)	6	-3	1	-6	-2	3	1	0.94
CCOc1ccccc1NC(=O)CCC(=O)O	1	-7	1.2	1	-17	-7	-3	0.99
COc1ccc(OC)c(-n2cc3c(=O)n(C)c(=O)n(C)c3c2)c1	-12	-6	0.88	-1	12	4	18	1.1
CC(C)(C)[C@@H]1C=C(C(=O)Nc2ccccc2)O[C@H](OCc2ccc(CO)cc2)C1	-18	-4	1.1	-8	-8	0	20	1.2
COc1ccc(NC(=O)CC2COc3ccccc3O2)c(OC)c1 (configuration not stated)	11	-2	0.98	-3	2	-8	-4	0.89
CN(C)S(=O)(=O)c1ccc(C(=O)NCc2ccco2)cc1	-11	-2	0.99	3	1	-10	4	1.1
CC(C)CCn1c(=O)c2ccccc2n2c(CN3CCCC3)nnc12	-4	-4	0.94	-5	6	-4	11	1
Cc1ccc(C(=O)CN(CCCC(N)=O)C(=O)c2ccncc2)cc1	-20	-2	1	4	-2	-5	2	1.2
COC(=O)COc1cc(=O)oc2ccc(NS(=O)(=O)c3ccccc3)cc12	4	1	1	-1	0	3	-38	0.96
CC(C)CCNC(=O)c1ccc(OC2CCN(S(=O)(=O)N(C)C)CC2)cc1	-18	1	1	4	-5	-5	-1	1.2
Cc1c(C(=O)N2CCOCC2)sc(NC(=O)c2ccc([N+](=O)[O-])cc2)c1C#N	-10	-4	1	0	0	-5	-6	1.1
O=c1[nH]c(Cc2ccccc2Cl)nc2ccccc12	-4	0	1	3	0	-8	-1	1
CC(C)c1cccc(C(C)C)c1NC(=O)CN1C(=O)NC2(CCCCCCC2)C1=O	-3	0	1	-32	-4	3	-20	1
COc1ccc(NC(=O)c2ccc(-n3cncn3)c([N+](=O)[O-])c2)cc1	1	-3	0.95	3	5	-6	9	0.99
CCc1nc(C)ccc1OCC(=O)N1CCc2c([nH]c3ccccc23)C1c1ccccn1 (configuration not stated)	-22	0	1.3	-5	-28	8	-12	1.2
O=C(C[C@@H]1C/C=C\C[C@@H](Cc2ccc(F)cc2)C(=O)OC[C@@H]2CCCN2C1=O)N[C@H](CO)Cc1ccccc1	-1	2	1.1	-9	-5	-2	-4	1
O=C1COc2ccc(S(=O)(=O)NCc3ccccc3)cc2N1	-1	-3	1.1	-10	-6	-3	2	1
O=C(N/N=C/c1ccncc1)c1ccc(COc2cccc3cccnc23)cc1	-10	-2	1.1	-42	-10	-1	-3	1.1
Cc1nnc(N/N=C/c2ccc(-c3ccccc3F)o2)n1N	-8	2	1	-6	-2	0	67*	1.1
CCN(CC)c1ccc(/C=N/Nc2ccccc2)c(O)c1	10	0	0.93	8	7	6	29	0.9
O=C(CCn1c(=O)[nH]c2ccccc2c1=O)N1CCN(c2cccc(C(F)(F)F)c2)CC1	11	-2	1	-8	-4	1	5	0.89
CC(C)C(=O)N1CCC(CN=CC2=C(O)CC(C)(C)CC2=O)CC1	-1	-19	0.95	-3	5	-5	-3	1

Entries of single compounds as entered above.
`O=C(N/N=C/c1ccncc1)c1ccc(COc2cccc3cccnc23)cc1` as listed: hIAP block: -10; A3A deaminase: -2; mIAP act: 1.1; ATG4B inh: -42; mIAP block: -10; HKDC1 inh: -1; PfG6PD inh: -3; hIAP act: 1.1
`CCc1nc(C)ccc1OCC(=O)N1CCc2c([nH]c3ccccc23)C1c1ccccn1` (configuration not stated) as listed: hIAP block: -22; A3A deaminase: 0; mIAP act: 1.3; ATG4B inh: -5; mIAP block: -28; HKDC1 inh: 8; PfG6PD inh: -12; hIAP act: 1.2

Remaining list, next part.
SMILES	hIAP block	A3A deaminase	mIAP act	ATG4B inh	mIAP block	HKDC1 inh	PfG6PD inh	hIAP act
COc1ccc(CNc2nc3c(c(=O)n(Cc4ccc(F)cc4)c(=O)n3C)n2C)cc1	-40	-4	0.95	-2	5	5	6	1.4
CC(C)OCCCNC(=O)C1CC(=O)N(CCc2ccc(F)cc2)C1 (configuration not stated)	-16	-5	1	0	-5	-7	15	1.2
O=C(CCl)N1CCN2C(=O)c3ccccc3C12c1ccc(Cl)cc1 (configuration not stated)	3	1	1.1	-8	-6	32	17	0.97
COc1ccc(CNC(=O)c2cc3c(=O)n4ccccc4nc3n(Cc3cccnc3)c2=N)cc1	6	-2	0.94	-16	6	3	12	0.94
Cc1cc(NC(=O)Cn2nc(C(F)(F)F)c3c2CCC3)no1	-6	3	1.1	-12	-6	-3	7	1.1
COc1cccc(CC2(CO)CCCN(Cc3c(C)cc(C)cc3-n3cccn3)C2)c1 (configuration not stated)	-1	-1	0.9	-10	10	-8	4	1
O=C(Nc1ccc(C(=O)N2CCOCC2)cc1)c1cc(-c2cccnc2)nc2ccc(Cl)cc12	26	0	1	0	-1	-3	2	0.74
Cc1cc(C)cc(C(=O)NC2CC(C)(C)NC(C)(C)C2)c1	30	-6	1	6	-3	-4	-3	0.7
O=C(CSc1nncc2ccccc12)Nc1ccc(C(=O)O)cc1	-26	-4	0.83	-1	17	0	-23	1.3
CCN(CC)CCCNC(=O)c1oc2ccc3c(c2c1C)C(O)CC(C)(C)O3 (configuration not stated)	5	-2	0.91	4	9	-3	-18	0.95
CC(C)(C)S(=O)(=O)c1cnc(N2CCCC2)nc1N	1	-3	0.85	13	15	-3	-14	0.99
COc1ccc(CCN(C(=O)C(F)(F)F)C(C(=O)NC2CCCC2)c2cccs2)cc1 (configuration not stated)	-32	1	1.3	-22	-28	-6	13	1.3
COc1cccc(NC(=O)c2sc(NC(=O)c3ccncc3)nc2C)c1	5	1	0.98	-2	2	-3	6	0.95
CCOC(=O)C(Cc1ccc(NC(=O)/C(=C/c2ccccc2)NC(=O)c2ccccc2)cc1)N1C(=O)c2ccccc2C1=O (configuration not stated)	-6	4	0.94	2	6	-5	-12	1.1
O=C(CN1CCN(c2ccccn2)CC1)Nc1ccc(Oc2ccccc2)cc1	-1	-7	1.1	-1	-10	0	4	1
Cc1cc(C)n(CC(=O)N/N=C/c2ccco2)n1	-41	-4	0.94	-1	6	-9	-3	1.4
CCOC(=O)N1CCN(C(=O)c2noc3c2COc2ccccc2-3)CC1	-31	-3	1	-3	-2	0	7	1.3
CCc1ccc[n+](-c2[nH]c(=O)sc2/C=N/N=C(\N)[O-])c1	17	-3	0.93	5	7	-4	-4	0.83
COc1ccccc1C(=O)N/C(=C/c1ccc(Br)cc1)C(=O)NCC(=O)O	11	0	0.96	-5	4	-4	-16	0.89
COC(=O)N/N=C/c1c(C)cc(C)cc1C	8	1	1.1	-10	-6	-4	18	0.92
COC(=O)c1ccccc1NC(=S)NC(=O)COc1ccccc1	1	-7	0.91	-8	9	-1	3	0.99
COCCN(C(=S)Nc1ccccc1C)C(C)c1cccnc1 (configuration not stated)	-10	-4	1	-10	-2	-9	-2	1.1
CC1(C)CC(=O)C(CCC(=O)c2ccccc2)C(C)(C)N1 (configuration not stated)	-11	1	0.99	0	0	-8	-20	1.1
O=C(Cc1ccsc1)N1CCN(S(=O)(=O)c2ccccc2F)CC1	-3	3	1	-9	-3	-4	-7	1
NC(=O)C(=O)N/N=C/c1cccc(C(F)(F)F)c1	-4	-3	1	-3	-1	-6	3	1
COC(=O)C1=C(N)Oc2cc(C)n(CCCn3ccnc3)c(=O)c2C1c1ccc(Cl)cc1 (configuration not stated)	-26	-3	0.98	-1	2	-3	4	1.3

Source: PubChem (Sanford-Burnham Center for Chemical Genomics)

The order is random; 2.4% or so of the library scored in one or more.
